Bioassay records from PubChem.
ERa SRC1 pot: ER-alpha (human) coactivator binding potentiation; P03372; TR-FRET ERalpha-LBD/SRC-Cy5 coactivator binding, 2 h; 100 = basal binding, no effect; coactivator binding (% of control), % at 25.6 µM; hit rate 1.3% among 86,000; AID 639; in the data active = activity above about 200%;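 note: binding measured in presence of low estradiol as agonist stimulus; 0% = peptide alone without receptor and 100% = receptor with peptide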
Target sequence (P03372 whole entry, looked up, the tested form may be a part): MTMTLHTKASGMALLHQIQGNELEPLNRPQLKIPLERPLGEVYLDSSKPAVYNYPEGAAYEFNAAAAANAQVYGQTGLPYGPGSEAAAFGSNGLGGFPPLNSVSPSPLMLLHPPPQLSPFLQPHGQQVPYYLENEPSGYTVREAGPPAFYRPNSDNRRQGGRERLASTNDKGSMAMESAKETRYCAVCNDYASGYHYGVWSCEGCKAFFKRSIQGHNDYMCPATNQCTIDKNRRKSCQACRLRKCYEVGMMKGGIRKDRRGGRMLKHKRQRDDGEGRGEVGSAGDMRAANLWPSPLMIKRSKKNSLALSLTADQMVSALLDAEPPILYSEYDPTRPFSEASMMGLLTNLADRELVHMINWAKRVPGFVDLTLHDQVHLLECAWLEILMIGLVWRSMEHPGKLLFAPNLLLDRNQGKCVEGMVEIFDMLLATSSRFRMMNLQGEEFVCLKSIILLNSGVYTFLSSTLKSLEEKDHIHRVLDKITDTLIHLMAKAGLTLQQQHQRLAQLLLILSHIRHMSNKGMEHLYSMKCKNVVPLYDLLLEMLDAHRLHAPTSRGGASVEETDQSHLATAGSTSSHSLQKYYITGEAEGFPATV
ERa coact inh: blocks coactivator binding to human estrogen receptor alpha; P03372; TR-FRET ER-alpha LBD / SRC-1 peptide, estradiol-bound; inhibition, % at 25.6 µM; hit rate 1.7% among 86,000; AID 629; in the data active = inhibition above about 50%;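 note: 0% = receptor plus peptide control and 100% = peptide only without receptor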
ERb SRC1 inh: blocks coactivator binding to human estrogen receptor beta; inhibition, % at 25.6 µM; TR-FRET ER-beta LBD / SRC1-Cy5 peptide binding; receptor agonist-loaded with 1 µM estradiol; hit rate 1.3% among 86,000;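 active = compounds whose percent inhibition of the receptor-coactivator binding signal exceeds about 50% in the single-dose screen, limit read from the data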;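 note: 0% = receptor plus peptide wells without compound and 100% = peptide-only wells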
HUVEC inhibit: inhibitors of human endothelial cell proliferation; viability, % at 10 µM (by protocol); HUVEC proliferation, CellTiter-Glo luminescence, 72 h; stronger effect = lower value; hit rate 1.1% among 86,000;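 active = viability at or below 30%; inactive = viability above 30%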;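 note: 100% = median luminescence of DMSO-only cell control wells on each plate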
Smad3 inh: blocks human Smad3 binding to FoxH1 peptide; P84022; TR-FRET Smad3/Dy647-FoxH1 peptide binding, europium anti-His; inhibition, % at 25 µM; hit rate 0.29% among 88,000;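 active = compounds that reduce the energy-transfer binding signal between the protein and its labelled peptide by more than half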;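 note: 0% = Smad3 plus labelled peptide maximal FRET and 100% = peptide-only background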
Target sequence (P84022 whole entry, looked up): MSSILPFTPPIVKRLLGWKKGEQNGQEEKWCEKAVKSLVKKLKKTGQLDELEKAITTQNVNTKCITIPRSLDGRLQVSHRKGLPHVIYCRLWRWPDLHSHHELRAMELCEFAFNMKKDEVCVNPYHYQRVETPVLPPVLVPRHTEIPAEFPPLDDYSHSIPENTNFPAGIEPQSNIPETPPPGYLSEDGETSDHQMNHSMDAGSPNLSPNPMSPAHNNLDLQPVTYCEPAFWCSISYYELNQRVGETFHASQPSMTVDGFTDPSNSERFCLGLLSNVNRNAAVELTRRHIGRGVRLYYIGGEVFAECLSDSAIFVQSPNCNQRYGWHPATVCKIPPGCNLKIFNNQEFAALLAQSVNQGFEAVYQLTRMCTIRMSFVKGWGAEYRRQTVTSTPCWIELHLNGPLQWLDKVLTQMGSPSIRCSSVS
H69AR inhibit: growth inhibitors of human H69AR lung tumor cells; H69AR lung tumor viability, ATP luminescence, 72 h; stronger effect = lower value; viability, % at 10 µM; hit rate 6% among 85,000;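 active = viability at or below 40%; inactive = viability above 40%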;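 note: multidrug resistant small cell line overexpressing MRP-1 efflux transporter; 100% = mean luminescence of untreated control wells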
sEH act: soluble epoxide hydrolase (human) activation; P34913; purified human sEH enzymatic activity, activator screen; activation, % at 2 µM; hit rate 0.04% among 91,000; AID 717; in the data active = activation above about 37%; note: values of inactives mirror those of a sister screen read the other way
Lung fibro prol: blocks proliferation of human lung fibroblasts; LL 47 human lung fibroblast viability, ATP luminescence; stronger effect = lower value; AID 719; hit rate 1.1% among 85,000; viability, % at 10 µM;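 active = viability at or below 50% in the single dose screen; inactive = viability above 50%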;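 note: compound exposure lasted 72 h before the ATP readout; 100% = median luminescence of untreated cell-only wells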
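Signal: luminescent ATP detection, CellTiter-Glo; assay system: LL 47 human lung fibroblasts; input: 1,150 cells/well; incubation: overnight cell rest, 72 h compound treatment at 37 °C; measure: % viability versus median cells-only luminescence; medium: IMEM growth medium with 15% fetal bovine serum; dosing: compound addition at 0.1% DMSO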
Candida biofilm: kills Candida albicans biofilms; C. albicans biofilm + clotrimazole, Alamar Blue; inhibition, % at 6 µM; hit rate 0.14% among 85,000;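 active = inhibition above 20%; inactive = inhibition below 20%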;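 note: preformed 24 hr biofilms exposed to compound for 48 hr; 0% = biofilm without compound and 100% = blank killed by clotrimazole plus chlorhexidine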
* marks the source's active call; other numbers are inactive results; nt = not tested or not shown; & = joins results of further samples; [ ] = dose if it differs, or a comment.

Order of values – ERa SRC1 pot, ERa coact inh, ERb SRC1 inh, HUVEC inhibit, Smad3 inh, H69AR inhibit, sEH act, Lung fibro prol, Candida biofilm
- O=C(c1ccc(C(=O)N2CCCCCC2)cc1)N1CCCCCC1
→ 108, -2, -11[fluorescence artefact?], 99, 2, 96, 11, 100, -1
- O=C(O)C1C2C=CC3(CN(c4cccc(C(F)(F)F)c4)C(=O)C13)O2 (stereo not drawn)
→ 105, 4, -2, 105, 3, 102, 1, 102, 6
- CC(C)NC(=O)c1ccc(OC2CSC2)cc1
→ 99, -12, -6, 95, -6, 92, -14, 99, 5
- COc1ccc(CN(C)CCc2ccccn2)c(OC)c1OC
→ 113, -4, 11, 90, 1, 98, nt, 105, 8
- Cc1nc2ccc(C(=O)O)cc2[nH]1
→ 32, 39, 57*, 95, -2, 92, 9, 104, 3
- O=C(Nc1nnc(-c2ccccc2)o1)C1CCCCC1
→ 95, 5[fluorescence artefact?], -3[fluorescence artefact?], 94, -10, 65, -14, 93, 10
- NNC(=O)CCc1c[nH]c2ccccc12
→ 110, -11[fluorescence artefact?], -14, 76, 2, 97, -8, 90, 9
- CCN1C(=O)CC(N2CCN(c3ccc(C(=O)c4ccncc4)cc3)CC2)C1=O (stereo not drawn)
→ 110, 1, 0, 95, -1, 82, 5, 98, 2
- Cc1cc(NCc2ccccc2)nc(N2CCOCC2)n1
→ 108[fluorescence artefact?], -3, -8, 88, -4, 89, -2, 98, 6
- Cc1nn(-c2ccccc2)c(=S)n1-c1ccccc1
→ 105, 3, -4, 104, -1, nt, 7, 98, 0
- COCCNC(=O)CSCc1c(F)cccc1Cl
→ 93, 33, 39, 99, -5, 86, -2, 94, 4
- FC(F)(F)C12CC(c3ccccc3)=NCCN1CCN2 (stereo not drawn)
→ 112, 1, -10, 94, 8, 94, 5, 95, 4
- Cc1ccc(Cc2cnc(NC(=O)c3ccco3)s2)cc1
→ 122, 0, 6, 74, 20, 41, -20, 81, 0
- Cc1cnc(C)c(N2CCC(C(=O)NC(C)c3cccs3)CC2)n1 (stereo not drawn)
→ 128, -7, -14, 102, 5, nt, -40, 98, -3
- COc1cccc(CNc2cc(CSc3ccc(Cl)cc3)nc(C)n2)c1
→ 80, 4, -6, 90, 7, 72, -7, 94, 1
- CCC1CCCCN1C(=O)CSc1nnc(-c2ccc(OC)cc2)o1 (stereo not drawn)
→ 110, -1, -6, 92, 2, 53, -2, 90, 11
- Cc1ccccc1Nc1nc(CSc2nnnn2-c2ccccc2)cs1
→ 80, -5, -15, 94, 2, 89, 14, 92, -2
- COCCNS(=O)(=O)c1ccc2c(c1)oc(=O)c1cc(S(=O)(=O)NCCOC)ccc12
→ 106, -3, -5, 93, 8, 102, -4, 89, -1
- Fc1ccc(F)c(CN2CCN(c3ncccn3)CC2)c1
→ 117, -7, -8, 113, -3, 85, -2, 95, 9
- C=CCn1c(SCC(=O)Nc2ccccc2)nnc1-c1cccc(S(=O)(=O)N2CCOCC2)c1
→ 111, -4, 1, 102, -1, 83, 1, 89, 0
- O=C(Nc1cnn(Cc2ccc(F)cc2)c1)c1cc(-c2cccs2)on1
→ 158, 42[fluorescence artefact?], 44[fluorescence artefact?], 86, 3[fluorescence artefact?], 111, -3, 98, 8
- CCC(NC(=S)NCc1ccccc1)C(=O)O (stereo not drawn)
→ 104, -4, -13, 92, 14, 98, 10, 95, 1
- COc1ccc(Br)cc1S(=O)(=O)n1ccnc1C
→ 88, 12, 3, 104, -5, 79, 2, 91, -1
- Cc1n[nH]c(C)c1S(=O)(=O)N1CCCC(C(=O)NC2CCCc3ccccc32)C1 (stereo not drawn)
→ 127, 0, 12, 111, -4, 79, nt, 96, -5
- CCN(CC)C(=O)Cn1cnc2sc(C(=O)Nc3cc(OC)c(OC)c(OC)c3)c(C)c2c1=O
→ 102, 11, -25, 82, 2, 88, 4, 103, 4
- O=C(c1ccc(S(=O)(=O)N2CCOCC2)cc1)N(c1ccccc1)C1C=CS(=O)(=O)C1 (stereo not drawn)
→ 119, 6[fluorescence artefact?], 1[fluorescence artefact?], 92, 3, 97, 1, 94, -1
- CC1(C)Cc2c(sc3c2c(=N)n(Cc2ccco2)c(=O)n3CC(=O)Nc2cccc(Cl)c2)CO1
→ 129, 19, 8, 89, 0, 103, nt, 98, -1
- O=C(NC1CCC(C(=O)O)CC1)OCc1ccccc1 (stereo not drawn)
→ 120&94, 0&-6, -5&-4, 93&90, 2&-4, 91&97, 25&-13, 98&100, 2
- O=C1CN=C(Nc2ccccc2Cl)N1Cc1ccc2c(c1)OCO2
→ 113[fluorescence artefact?], -4, -5, 89, 12, 103, -14, 109, 3
- CCN1C(=O)N(CC)C2NC(=S)NC21 (stereo not drawn)
→ 111, 2, -11, 105, 9, 103, 0, 102, 1
- Cc1nn(-c2ccccc2)c2c1C1(C(=O)N(C)c3ccccc31)N(c1ccccc1)C(=O)N2 (stereo not drawn)
→ 132, -1[fluorescence artefact?], -4, 96, 6, 92, 6, 95, -6
- Cc1csc(NC(=O)CN(C)S(=O)(=O)c2cccc3cccnc23)n1
→ 138, -8, -9, 106, 9, 88, 8, 104, 5
- CC(=O)N1CCc2cc(S(=O)(=O)NC(CC(C)C)C(=O)Nc3cc(C(=O)O)ccc3C)ccc21 (stereo not drawn)
→ 66[fluorescence artefact?], -1, -1, 96, 1, 97, nt, 96, 7
- CC(C)OC(=O)CCCN1C(=O)c2ccc(N)cc2C1=O
→ 124, -8, -8, 82, -4, nt, -8, 93, 1
- OC(COc1ccccc1)Cn1cc(Br)cn1 (stereo not drawn)
→ 114, -27, -26[fluorescence artefact?], 100, 0[fluorescence artefact?], 109, 6, 106, 8
- Cc1cccc(CSc2ncnc3nc[nH]c23)c1
→ 94, 33, 23[fluorescence artefact?], 86, 1, 86, nt, 93, 7
- CCN(CC)CCCNC(=O)C1c2ccccc2C(=O)N(C)C1c1ccc(OC)cc1 (stereo not drawn)
→ 114, 1[fluorescence artefact?], 1[fluorescence artefact?], 95, 1, 104, 8, 105, 6
- Cc1cc(C)nc(NS(=O)(=O)c2ccc(NC(=O)c3cccs3)cc2)n1
→ 112, -4, -3, 97, 4, 103, 7, 93, 8
- CCCOc1ccc(N2C(=O)CC(NCCCN3CCC(C(N)=O)CC3)C2=O)cc1 (stereo not drawn)
→ 104, -5, -8, 96, 6, 89, 1, 100, 7
- CC1(C(=O)O)CCC(C(=O)NC2CCCCCC2)C1(C)C (stereo not drawn)
→ 111, -23, -18[fluorescence artefact?], 104, -8, 82, -6, 98, 4
- CCC(C(=O)NC1CCCC1)N(C(=O)Cn1nnc(-c2cccs2)n1)c1cnc2ccccc2c1 (stereo not drawn)
→ 119, -4, -3, 93, 9, 45, 2, 99, 6
- Cc1nn(-c2ccccc2)c2sc(-c3nnc(SCC(=O)O)o3)cc12
→ 83, 21, 11[fluorescence artefact?], 76, -5, 78, 13, 92, 2
- COc1ccc(NC(=O)CCC2CCCC2)cc1OC
→ 108, -3, -4, 76, 6, 100, -33, 98, -7
- COC(=O)c1ccc(NC(=O)C2C3CCC(C3)C2C(=O)O)cc1 (stereo not drawn)
→ 118, -3, 5, 93, 9, 89, -2, 105, 4
- C/C(=C\C(=O)c1ccccc1)Nc1ccc(O)cc1
→ 96, 7, 17, 71, 1, 95, -1, 99, 5
- O=C(NCc1ccco1)c1ccccc1NS(=O)(=O)c1ccc2c(c1)OCCO2
→ 114[fluorescence artefact?], 0, 6[fluorescence artefact?], 104, 0, 85, -5, 99, 6
- N#Cc1ccc(Oc2cccc(C(=O)O)c2)cc1C#N
→ 127, -4, 11, 92, 4, 98, 8, 96, 10
- COc1ccc(F)cc1CN1CCN(C(=O)CCC(=O)Nc2nnc(C(C)C)s2)CC1
→ 118, -2, -3, 103, 10[fluorescence artefact?], 97, nt, 103, 3
- CC1(C)CC(=O)C2=C(C1)N(Cc1cccnc1)C(=O)C2(NC(=O)C1CC1)C(F)(F)F (stereo not drawn)
→ 110, -5, 1, 82, -6, 84, 2, 96, 6
- CCCCn1c(NC(C)CC)nc2c1c(=O)[nH]c(=O)n2C (stereo not drawn)
→ 108, -5, -13, 108, 9, 84, -15, 99, 4
- Cc1c(C(=O)NCc2cccnc2)oc2ccc(S(=O)(=O)N3CCC4(CC3)OCCO4)cc12
→ 108, -4, 35, 99, -8, 96, 6, 91, 0
- CCOc1ccc(C(=O)Nc2ccc3c(c2)OCCO3)cc1OC
→ 120, -1, -8, 98, 10, 76, 9, 105, nt
- COc1ccccc1NC(=O)Cn1cc(C#N)c2ccccc21
→ 99, 8, -5, 82, -2, 48, 4, 91, 1
- Nc1nc(N2CCOCC2)nc2ccccc12
→ 82, -1, -3, 89, -16[fluorescence artefact?], 98, -9, 107, -2
- CC(C)(C)OC(=O)N1CCOCCOCCN(C(=O)OC(C)(C)C)CCOCCOCC1
→ 94, -6, 9, 105, 6, 90, -4, 99, 7
- CCOC(=O)N1CCN(C(=O)c2cnc3n(c2=O)CCS3)CC1
→ 92, -16[fluorescence artefact?], -12, 105, 7, 103, 3, 99, 9
- COc1ccc(C(=O)N2CCN=C2SCc2cccnc2)c(OC)c1
→ 128, -1, -13, 95, 4, 99, 13, 96, 3
- CCNC(=O)c1ccc(C2SCC(=O)N2Cc2ccco2)cc1 (stereo not drawn)
→ 97, -3, -12[fluorescence artefact?], 88, 9, 78, -2, 95, 2
- COc1ccc(Cc2nn[nH]n2)cc1
→ 110, -16, -21, 103, 4, 93, -7, 103, 3
- Cc1[nH]c2ccc(C(=O)O)cc2c1C
→ 74, 7[fluorescence artefact?], 22, 95, -19, 96, 23, 99, 2

Four of the compounds above, with each value named:
mol: CCOc1ccc(C(=O)Nc2ccc3c(c2)OCCO3)cc1OC
  ERa SRC1 pot: 120
  ERa coact inh: -1
  ERb SRC1 inh: -8
  HUVEC inhibit: 98
  Smad3 inh: 10
  H69AR inhibit: 76
  sEH act: 9
  Lung fibro prol: 105
  Candida biofilm: nt
mol: CC1(C)CC(=O)C2=C(C1)N(Cc1cccnc1)C(=O)C2(NC(=O)C1CC1)C(F)(F)F (stereo not drawn)
  ERa SRC1 pot: 110
  ERa coact inh: -5
  ERb SRC1 inh: 1
  HUVEC inhibit: 82
  Smad3 inh: -6
  H69AR inhibit: 84
  sEH act: 2
  Lung fibro prol: 96
  Candida biofilm: 6
mol: COc1ccccc1NC(=O)Cn1cc(C#N)c2ccccc21
  ERa SRC1 pot: 99
  ERa coact inh: 8
  ERb SRC1 inh: -5
  HUVEC inhibit: 82
  Smad3 inh: -2
  H69AR inhibit: 48
  sEH act: 4
  Lung fibro prol: 91
  Candida biofilm: 1
mol: CCNC(=O)c1ccc(C2SCC(=O)N2Cc2ccco2)cc1 (stereo not drawn)
  ERa SRC1 pot: 97
  ERa coact inh: -3
  ERb SRC1 inh: -12[fluorescence artefact?]
  HUVEC inhibit: 88
  Smad3 inh: 9
  H69AR inhibit: 78
  sEH act: -2
  Lung fibro prol: 95
  Candida biofilm: 2

Not all compounds are listed, so the mix of outcomes need not match the whole.
